Assay outcomes as filed in PubChem.
RORgamma inh – qHTS for inhibitors of ROR gamma transcriptional activity; Nuclear receptor ROR-gamma (Mus musculus), P51450; Drosophila S2 Gal4-RORgamma UAS-luciferase reporter, 20 h; Potency, µM (series often up to 53.6 µM), without a hit: at the top dose activity change, negative = inhibition, actives largely listed as inhibitors; 5.4% of 310,000 active; also: potency is read from the fitted curve at half-maximal effect; % is scaled to controls: 0 for no effect and ±100 for the full control effect; nearly all actives have a fitted effect of over 60% in size
Target sequence (P51450 whole entry, looked up, the tested form may be a part): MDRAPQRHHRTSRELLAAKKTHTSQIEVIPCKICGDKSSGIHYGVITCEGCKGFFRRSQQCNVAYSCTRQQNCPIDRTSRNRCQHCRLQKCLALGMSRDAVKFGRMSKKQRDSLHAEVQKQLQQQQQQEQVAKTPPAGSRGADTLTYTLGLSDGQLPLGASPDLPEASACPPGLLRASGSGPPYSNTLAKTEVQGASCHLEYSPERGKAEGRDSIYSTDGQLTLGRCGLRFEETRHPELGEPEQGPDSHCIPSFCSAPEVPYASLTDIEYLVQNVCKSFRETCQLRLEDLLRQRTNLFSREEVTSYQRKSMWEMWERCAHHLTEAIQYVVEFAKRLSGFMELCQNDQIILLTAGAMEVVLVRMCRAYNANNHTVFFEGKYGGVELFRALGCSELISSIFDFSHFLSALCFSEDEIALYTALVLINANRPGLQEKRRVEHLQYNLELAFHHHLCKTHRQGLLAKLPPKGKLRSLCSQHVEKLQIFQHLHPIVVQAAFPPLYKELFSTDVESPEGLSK
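Schneider cells (Drosophila), stable Gal4 DBD–ROR gamma + UAS-luc; 1 hr cmpd preincubation; Cu2+ induction 700 uM final; 20 hr ambient; luminescence.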
NPC1 prom act – qHTS Assay for NPC1 Promoter Activators; 2.4% of 320,000 active; Potency, µM (series often up to 9.22 µM), for the others: top-dose activation, usual class: activators; Huh7 NPC1 promoter luciferase reporter, 24 h;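 also: potency is read from the fitted curve at half-maximal effect; % of control where 0% means no effect; nearly all actives have a fitted effect of over 60% in size; reporter is driven by a mutant NPC1 promoter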
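NPC1 promoter–luciferase Huh7 cells; 24 h compound; luminescence.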
Tb PFK block – qHTS Assay to Find Inhibitors of T. brucei phosphofructokinase | ATP-dependent 6-phosphofructokinase (Trypanosoma brucei brucei), O15648 | T. brucei PFK, ADP-Glo luminescence | Potency, µM (highest dose often 57.5 µM), for inactives: top-dose activity, negative = inhibition, actives largely listed as inhibitors | 0.17% of 330,000 active;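 also: potency is read from the fitted curve at half-maximal effect; 0% = uninhibited 1x PFK enzyme wells and -100% = no-enzyme wells; nearly all actives have a fitted effect of over 60% in size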
Target sequence (O15648 whole entry, looked up): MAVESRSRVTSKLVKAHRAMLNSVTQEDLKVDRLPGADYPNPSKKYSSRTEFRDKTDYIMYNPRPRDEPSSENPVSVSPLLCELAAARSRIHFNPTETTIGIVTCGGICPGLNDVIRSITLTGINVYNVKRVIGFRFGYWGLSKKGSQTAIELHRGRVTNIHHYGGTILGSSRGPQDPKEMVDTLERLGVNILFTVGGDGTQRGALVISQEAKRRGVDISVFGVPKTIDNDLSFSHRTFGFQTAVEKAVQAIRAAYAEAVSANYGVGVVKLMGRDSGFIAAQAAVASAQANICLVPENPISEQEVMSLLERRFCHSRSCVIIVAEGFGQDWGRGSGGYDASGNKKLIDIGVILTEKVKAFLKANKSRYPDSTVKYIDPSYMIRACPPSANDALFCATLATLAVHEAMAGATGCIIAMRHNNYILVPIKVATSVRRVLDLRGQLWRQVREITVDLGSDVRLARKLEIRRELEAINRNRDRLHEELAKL
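Compounds were pin-transferred as a titration series up to 57 uM into substrate buffer (0.5 mM F6P, 0.1 mM ATP, pH 8.0), then 1.25 nM PFK was added and reactions ran 45 min before ADP-Glo detection.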
KCNH2 3.1 block – qHTS for Inhibitors of KCHN2 3.1: Mutant qHTS. Potassium voltage-gated channel subfamily H member 2, brain isoform KCNH2 3.1 (human). U2OS KCNH2 3.1, thallium flux FluxOr; stronger effect = lower value. activity change, % (tested at about 1.8 µM). 0.95% of 340,000 active. AID 720553, 2013;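 active = maximum activity change below -70%; inconclusive = maximum activity change from -70% to -50%; inactive = maximum activity change above -50%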;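 also: thallium influx rate constant from kinetic fluorescence after stimulation buffer; % is scaled to controls: 0 for no effect and ±100 for the full control effect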
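Normalized rate constant (relative to positive and negative DMSO controls) derived from a 2 min kinetic fluorescence read after stimulation; U2OS cells expressing the 3.1 isoform via virus at 1.77 x 10^8 /mL.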
Gal4-VP16 FLuc – VP16 counterscreen qHTS for inhibitors of ROR gamma transcriptional activity. Drosophila S2 Gal4-VP16 UAS-luciferase, luminescence, 20 h. AID 2546, 2010. 3.5% of 310,000 active. Potency, µM (top dose mostly 53.6 µM), without a hit: at the top dose activity, negative = inhibition, actives largely listed as inhibitors;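 also: Gal4-VP16 expression switched on by copper sulfate through the metallothionein promoter; potency is read from the fitted curve at half-maximal effect; % is scaled to controls: 0 for no effect and ±100 for the full control effect; nearly all actives have a fitted effect of over 50% in size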
Giardia kill – Small Molecules that selectively kill Giardia lamblia: qHTS | 0.15% of 340,000 active | activity change, % at 7.66 µM, hits read low | AID 540267, 2011 | Giardia lamblia trophozoite viability; in the data active = activity change below about -80%; inconclusive = between about -30% and that limit;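 also: parasites exposed to compound for two days anaerobically before the ATP read; % is scaled to controls: 0 for no effect and ±100 for the full control effect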
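Media and compound were dispensed first, then trophozoites at 100 cells/well; plates sat 48 hrs at 37 deg C without oxygen before ATP luminescence reagent was added and read after 15-30 min at room temperature.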
Coupling enz – qHTS Assay for Inhibitors of Fructose-1,6-bisphosphate Aldolase from Giardia Lamblia: Coupling assay counterscreen | coupling enzyme system counterscreen, AmpLite Red fluorescence | activity change, negative = inhibition, % at 58.2 µM, hits read low | 0.67% of 290,000 active; in the data active = activity change below about -30%; also: % is scaled to controls: 0 for no effect and ±100 for the full control effect
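Fluorescence at 525 nm excitation and 598 nm emission measured inhibition of the coupled detection system without aldolase. Compounds (at 57.5 uM final) were preincubated 10 min at room temperature with coupling enzyme reagent before a 20 min substrate/AmpLite Red step.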
FLuc modulator – qHTS profiling assay for firefly luciferase inhibitor/activator using purifed enzyme and Km concentrations of substrates (counterscreen for miR-21 project). Luciferin 4-monooxygenase (Photinus pyralis), P08659. purified FLuc, Km substrates, luminescence inhibition. Potency, µM (highest dose often 57.5 µM), for inactives: at the top dose activity change, negative = inhibition, actives largely listed as inhibitors. 6.9% of 360,000 active;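 also: potency is read from the fitted curve at half-maximal effect; plate controls were vehicle for no effect and reference inhibitor for full effect; nearly all actives have a fitted effect of over 55% in size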
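Purified P. pyralis luciferase, 10 nM final, with Km-level 10 uM D-luciferin and 10 uM ATP in 50 mM Tris acetate pH 7.5, 10 mM Mg acetate, 0.01% Tween-20, 0.05% BSA; 6-point qHTS titration about 60 µM downward; luminescence read.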
ELG1 genotoxic – qHTS screen for small molecules that induce genotoxicity in human embryonic kidney (HEK293T) cells expressing luciferase-tagged ELG1 | AID 504466, 2011 | 1.3% of 330,000 active | HEK293T ELG1-luciferase reporter, luminescence, 16 h | Potency, µM (series often up to 46 µM), for the others: at the top dose activity change, positive = activation, hits mostly activators; also: potency is read from the fitted curve at half-maximal effect; % of control where 0% means no effect; nearly all actives have a fitted effect of over 60% in size
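Step 1: seed 2,000 HEK293T ELG1-luciferase cells per well. Step 2: add compound or DMSO, incubate 16 hr at 37 °C. Step 3: ONE-Glo, 30 min at room temperature, read luminescence.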
uPA generation – qHTS for Inhibitors of Cell Surface uPA Generation; cell surface uPA generation assay, qHTS; Potency, µM (series often up to 38.3 µM), for the others: at the highest dose activity change, negative = inhibition, most hits filed as inhibitors; 0.31% of 330,000 active; active = well fitted inhibition curve with a large enough effect; inconclusive = small, poorly fitted or top-dose-only effect; inactive = no such curve, though single readings can be large or run the other way; tested in mouse RAW 264.7 cells; also: potency is read from the fitted curve at half-maximal effect; % is scaled to controls: 0 for no effect and ±100 for the full control effect; nearly all actives have a fitted effect of over 55% in size
Rab9 promoter act – qHTS Assay for Rab9 Promoter Activators; Potency, µM (titrated, usually from 9.22 µM), without a hit: top-dose activation, negative = inhibition, usual class: activators; Huh7 Rab9 promoter-luciferase reporter, luminescence, 24 h; AID 485297, 2010; 2.8% of 320,000 active; also: potency is read from the fitted curve at half-maximal effect; % of control where 0% means no effect; nearly all actives have a fitted effect of over 60% in size
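Promoter activation is measured as luciferase luminescence in Huh7 cells stably transfected with a Rab9 promoter–luciferase construct, following 24 h compound exposure at 37 °C and 10 min reagent incubation at ambient temperature.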
An asterisk follows results filed as active; ? = inconclusive; · = not tested or not shown; & = joins results of further samples; [ ] = remark or other dose. Unless noted, calls follow the shape of the dose curve; as a rule, active = well fitted curve in the direction sought with a large enough effect; inconclusive = small, poorly fitted or top-dose-only effect, or another doubt; inactive = no such curve, though single readings can be large; an effect the other way counts as inactive or inconclusive.

SMILES | RORgamma inh | NPC1 prom act | Tb PFK block | KCNH2 3.1 block | Gal4-VP16 FLuc | Giardia kill | Coupling enz | FLuc modulator | ELG1 genotoxic | uPA generation | Rab9 promoter act
C=CCn1cccc(C(=O)Nc2ccc(F)cc2)c1=O | 10% | ? | 9% | -3 | 30% | 19 | 0 | ? | 5% | 1% | -1%[1.84 µM]
CCCN1CCN(C(=O)c2ccc(-c3ccc([N+](=O)[O-])cc3)o2)CC1 | · | -1% | -4% | -48 | · | -26 | · | -3% | 5% | -21% | 2%
S=c1[nH]ncn2c1cc1oc3ccccc3c12 | 2.5µM* | 2% | -17% | 4 | -18% | 21 | 2 | 1% | 11% | 0% | 10%
Cc1ccc2[nH]cc(S(=O)(=O)c3ccc(C)c(C)c3)c(=O)c2c1 | -3% | -1% | -1% | 1 | -1% | 1 | 0 | -10%&-10% | -1% | 21% | -5%
Cc1ccc(S(=O)(=O)N(Cc2cc3ccccc3[nH]c2=O)CC2CCCO2)cc1 (stereo unspecified) | 24% | -3% | -6% | 43 | 7% | 8 | 0 | -1% | -3% | 1% | -3%
COc1ccc([C@H]2CC(=O)C=C(c3cccc(OC(F)(F)F)c3)C2)cc1 | · | -13% | 0% | -40 | · | -7 | · | 3% | 0% | 1% | 0%
Cc1nn(Cc2ccccc2Cl)c(C)c1C(=O)NCC(c1cccs1)N1CCOCC1 (stereo unspecified) | · | 6% | 14% | 5 | · | 5 | · | -15% | -7% | -1% | 12%
Cc1ccc(-n2nc(CN3CCOCC3)c(-c3ccccc3)c2N)cc1Cl | -3% | -1% | -4% | 12 | 0% | -14 | 1 | -5% | -2% | -4% | -2%
CCc1cccc2c1NC(=O)[C@]21[C@@H]2C(=O)N(Cc3ccccc3)C(=O)[C@@H]2[C@@H]2CCCN21 | 40% | 0% | -1% | 1 | -8% | -11 | 0 | -2% | -2% | 4% | 3%
COc1ccc2c(c1)C=C(CN1CCC(CO)(CCc3ccccc3)CC1)CO2 | 13% | -2% | 5% | -88* | -2% | 7 | 0 | 0% | -8% | -3% | -7%
CCOc1ccc2nc(SC3CC(=O)N(c4ccc(C)cc4)C3=O)sc2c1 (stereo unspecified) | 0% | 2% | 20% | -14 | -18% | 5 | 0 | 4% | -1% | · | -5%
COc1ccc(OCC(=O)N/N=C\c2ccco2)cc1 | -7% | -5% | -3% | -2 | -10% | 1 | 1 | -2% | 2% | -25% | 1%
COc1ccc(N=C2NC(=O)/C(=C/c3ccco3)S2)cc1 | -20% | 19% | 1% | · | ? | 21 | 1 | ? | 11% | -21% | 24%
Cc1ccc(OCCSc2nc3ccccc3n2CC(=O)O)c(C(C)C)c1 | 39% | 1% | 0% | 5 | -4% | -5 | 17 | 0% | 0% | 1% | 1%
O=C(NCCN1CCc2ccccc2C1)C1CC(=O)N(C2CCCC2)C1 (stereo unspecified) | 6% | 3% | -1% | 4 | -19% | -2 | 4 | -3% | -8% | 7% | 0%
c1ccc2c(CCN3CCNC[C@H]3Cc3cccc4ccccc34)cccc2c1 | · | · | 0% | -5 | · | 12 | · | · | 1% | -7% | ·
COCc1cccc(N2C(=O)CC(C3C=C(C)C4C(=O)N(c5cccc(COC)c5)C(=O)C4C3)C2=O)c1 (stereo unspecified) | -24% | -3% | 4% | -4 | 8% | -11 | 1 | -2% | 10% | 0% | -2%
Oc1ccccc1CNc1cnc2ccccc2c1 | ? | ? | -4% | 24 | ? | 3 | 0 | 11µM* | ? | -23% | ?
CCS(=O)(=O)c1ccc2c(c1)N(S(=O)(=O)c1ccccc1)CC(C(=O)O)O2 (stereo unspecified) | -7% | 3% | -7% | 3 | -9% | -16 | 18 | 0% | -3% | 1% | 5%
CC1=C(C(=O)OC2CCCCC2)C(c2cccc([N+](=O)[O-])c2)NC(=O)N1 (stereo unspecified) | 29% | 0% | -12% | -3 | -3% | ? | 1 | -1% | -2% | -2% | -8%
CC(C)Oc1ccc(CNC(=O)Cn2c(=O)c3cccn3c3cccnc32)cc1 | 15% | 4% | 1% | 8 | -7% | -15 | · | 0% | -5% | 5% | 0%
O=C1C2C3C=CC(C3)C2C(=O)N1CNc1ccc(O)cc1 (stereo unspecified) | -19% | 1% | -15% | · | 0% | · | -54* | -18% | 8% | · | 18%
CC(=O)Oc1ccc(C(=O)Nc2ccc3c(c2)C(=O)N(CCC(=O)O)C3=O)cc1 | 10% | -1% | -4% | 5 | 3% | -6 | 6 | ? | 2% | · | 1%
O=[N+]([O-])c1cc(S(=O)(=O)NCCN2CCOCC2)ccc1Cl | -12% | 1% | -4% | -26 | 6% | -5 | 0 | 0% | 3% | -5% | 0%
COc1cc(/C=C/C(=O)N2CCOCC2)ccc1OCc1ccccc1 | ? | -1% | 7% | -13 | -10% | -2 | 1 | ? | 1% | -12% | -7%
COc1cc(-c2cc(-c3ccc(O)cc3)nc(N)c2C#N)ccc1O | 2% | -4% | 0% | 14 | 0% | 0 | 0 | 1% | -12% | -2% | -8%
CCOc1ccc(-n2nnc3c(=O)n(CC(=O)c4ccccc4)cnc32)cc1 | -32% | 1% | -1% | -6 | -7% | 27 | -1 | -2% | -1% | -3% | -3%
Cc1csc(=O)n1CCC(=O)N(C)Cc1c(F)cccc1Cl | · | · | -6% | 2 | · | 16 | · | · | 0% | -4% | ·
C/C(=N\NC(=O)Cn1nc(C)cc1C)c1ccc([N+](=O)[O-])cc1 | 18% | -2% | -1% | 51 | -13% | 3 | 0 | -1% | 1% | -1% | -6%
NS(=O)(=O)c1ccc(S(=O)(=O)NCCc2ccccc2)cc1 | 44% | -2% | 2% | -11 | 3% | -15 | 2 | 7% | -3% | 1% | 5%
Nc1ccn(CC(=O)NCc2ccccn2)c(=O)n1 | · | 0% | 3% | 11 | · | -21 | · | 0% | 7% | 11% | 1%
COc1cc(C2=NOC(C(=O)NCc3cccs3)C2)cc(OC)c1OC (stereo unspecified) | -2% | -26% | 1% | -6 | 1% | -15 | -4 | 5% | 23% | -5% | -23%
C/C(=N\NC(=O)c1ccc(Cn2cc([N+](=O)[O-])cn2)o1)c1cccc(NC(=O)c2cccnc2)c1 | 16% | -3% | -13% | -10 | -10% | 19 | 0 | -13% | -4% | 13% | 1%
Cc1ccc(C)c(NC(=O)C2CCN(C(=O)c3cccs3)CC2)c1 | -19% | -3% | -3% | 4 | -3% | -9 | -1 | 2% | 0% | 1% | -1%
CCOCCCN(C(=O)c1snc(C(N)=O)c1N)C(C(=O)NC1CCCC1)c1ccc(OC)cc1 (stereo unspecified) | 5% | -7% | -1% | -27 | 2% | -10 | 1 | -2% | -2% | 0% | 3%
CCOC(=O)C1=C(CN2CCCCC2)NC(=O)NC1c1cc(C)ccc1C (stereo unspecified) | 22% | 0% | 2% | 3 | -4% | 6 | 1 | 4%&1% | 4% | -8% | -11%
CC(C)C[C@H](N)c1cn([C@@H](CCCCN)C(=O)N2CCNCC2)nn1 | -18% | 1% | 1% | -7 | -5% | 3 | 0 | -1% | 3% | 20% | 9%
CN1CCN(c2cc(N3CCc4ccccc4C3)c(F)cc2[N+](=O)[O-])CC1 | -17% | 1% | 6% | 18 | -22% | -11 | 2 | 0% | 5% | -5% | -3%
Cc1ccc(-c2cc(C(F)(F)F)c(C#N)c(SCC(=O)O)n2)cc1 | 17% | -3% | 1% | -10 | -5% | 8 | 9 | ? | -2% | -9% | -3%
COc1ccc(NC(=O)CSCC(=O)Nc2ccc(C)c(S(=O)(=O)N3CCCCCC3)c2)cc1 | · | -5% | -7% | -7 | · | 9 | · | -3% | -6% | -5% | 2%
Cc1ccc(S(=O)(=O)N(C)C)cc1NC(=O)COC(=O)CSc1ccccc1 | · | -1% | 13% | 3 | · | -5 | · | 4% | 0% | -29% | -7%
CCOC(=O)c1c(C)[nH]c(C)c1C(=O)Cn1nnc(-c2ccccc2C)n1 | 16% | -1% | -7% | 1 | 1% | 15 | 5 | 1% | -7% | 1% | -4%
